Compound activity (PubChem)
LGR2 antag: blocks bursicon-induced cAMP signaling via Drosophila LGR2; HEK293 LGR2, CRE-luciferase, bursicon-stimulated, 4 h; inhibition, % at 9.99 µM; AID 720647; 380,000 compounds, 0.35% hits;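 active = drop in luminescence signal, shown as inhibition above about 50% in the replicate tests, limit read from the data, passing the limit was not always enough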;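 note: agonist challenge used bursicon conditioned medium at about half maximal strength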
SIRT5 inh: blocks human SIRT5 desuccinylation of peptide; Q9NXA8; Purified SirT5, succinyl-peptide AMC, trypsin-coupled fluorescence; inhibition, % at 15 µM; AID 652115; 330,000 compounds, 1.1% hits; in the data active = inhibition above about 15%
Target sequence (Q9NXA8 whole entry, looked up): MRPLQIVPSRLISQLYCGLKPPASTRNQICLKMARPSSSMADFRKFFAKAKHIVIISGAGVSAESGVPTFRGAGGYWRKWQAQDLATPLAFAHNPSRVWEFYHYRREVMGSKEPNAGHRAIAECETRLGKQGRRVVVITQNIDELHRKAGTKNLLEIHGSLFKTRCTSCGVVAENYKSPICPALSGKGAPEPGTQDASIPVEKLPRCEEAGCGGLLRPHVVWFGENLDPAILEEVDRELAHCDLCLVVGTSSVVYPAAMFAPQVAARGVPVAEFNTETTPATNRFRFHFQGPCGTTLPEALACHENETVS
FN deposit inh: fibronectin deposition inhibition; AH1F fibroblasts, Alexa488-fibronectin deposition fluorescence, overnight; inhibition, % at 12.6 µM; 350,000 compounds, 0.086% hits; AID 743247;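 active = mean inhibition across replicates of 30% or more, regardless of how many single replicates reach that level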;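 note: positive control wells lacked labelled fibronectin entirely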
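Material: AH1F fibroblast monolayer depositing Alexa488-labelled fibronectin into matrix | Input: 10000 AH1F cells/well | Medium: DMEM plus 2% serum, read in PBS | Reagent: Alexa488-fibronectin, 24 nM final in well | Compound dosing: One dose per compound, pinned | Schedule: 1 h adhesion, overnight exposure | Measured by: Fluorescence at 485 nm excitation, 525 nm emission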
CASP6 VEID inh: blocks human caspase-6 cleavage activity; P55212; purified caspase-6, Z-VEID-R110 cleavage fluorescence; inhibition, % at 12.5 µM; 350,000 compounds, 0.53% hits; AID 686996;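 active = mean inhibition across replicates at least about 35%, with every replicate also reaching that limit, limit read from the data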;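 note: 0% = median of neutral control wells and 100% = no fluorescence left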
Target sequence (P55212 24-179 limits assumed): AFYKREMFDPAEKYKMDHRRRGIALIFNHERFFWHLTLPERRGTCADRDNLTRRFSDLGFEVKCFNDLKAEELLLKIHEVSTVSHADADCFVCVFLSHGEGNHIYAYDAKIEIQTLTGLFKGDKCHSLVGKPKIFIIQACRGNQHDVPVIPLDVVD
Target sequence (P55212 194-293 limits assumed): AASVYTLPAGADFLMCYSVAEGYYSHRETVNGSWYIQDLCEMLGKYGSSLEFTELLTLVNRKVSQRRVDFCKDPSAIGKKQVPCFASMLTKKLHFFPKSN
S100A4 MyoIIA: blocks human S100A4 binding to myosin IIA peptide; P26447; S100A4/TAMRA-MyoIIA peptide fluorescence polarization; inhibition, % at 10.7 µM; 360,000 compounds, 0.14% hits; AID 652163;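 active = mean inhibition of at least 70% across replicates, with every replicate also reaching that level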
Target sequence (P26447 whole entry, looked up): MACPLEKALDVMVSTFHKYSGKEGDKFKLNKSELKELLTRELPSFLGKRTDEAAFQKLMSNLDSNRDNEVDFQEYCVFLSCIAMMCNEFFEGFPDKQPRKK
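System – human S100A4 monomer protein, biochemical binding assay · Buffer or medium – Calcium-containing HEPES buffer, pH 7.2 · Timing – 5 min between mix addition and reading · Also added – TAMRA-labelled myosin IIA heavy-chain peptide probe, 5 nM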
C2C12 statin: suppressors of simvastatin-induced myotoxicity in C2C12 myotubes. rescue of ATP level, % at 7.49 µM. ATP luminescence, 48 h; scaled: DMSO 0, geranylgeraniol control 100. 330,000 compounds, 0.78% hits. AID 602340;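 active = mean ATP rescue above about 67%, or every replicate alone reaching that limit, limit read from the data, passing the limit was not always enough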;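 note: myotubes were challenged with 10 µM simvastatin during compound exposure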
esBAF inh: inhibitors of esBAF chromatin remodeling in mouse ES cells. reporter increase, % at 12.5 µM. AID 602393. 350,000 compounds, 2% hits. Bmi1-luciferase knock-in reporter, 24 h; 100% = twice the neutral-well signal; in the data active = activation above about 40%;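 note: 0% = median of the plate's neutral control wells and 100% = double that signal; a rise in the Bmi1 reporter signal indicates esBAF inhibition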
* hit, by the source's call.

For COc1ccc(OCC(O)CNC(=O)Nc2ccc(C(C)(C)C)cc2)cc1 (stereo not given) the results were LGR2 antag 11, SIRT5 inh -2, FN deposit inh -2, CASP6 VEID inh -2, S100A4 MyoIIA 6, C2C12 statin -32 and esBAF inh 0.
Screening Cc1ccccc1-n1c(=O)c2ccccc2n2c(=O)[nH]nc12 returned FN deposit inh 2, C2C12 statin -2 and esBAF inh -7.
Screening O=C(Cn1cnc([N+](=O)[O-])c1)NCCc1ccccc1 returned LGR2 antag -2, SIRT5 inh 9, FN deposit inh 11, CASP6 VEID inh -2, S100A4 MyoIIA -2, C2C12 statin -3 and esBAF inh 0.
For O=C(CS(=O)CC(=O)N(c1ccccc1)C(C(=O)NC1CCCCC1)c1ccco1)Nc1ccc(F)cc1 (stereo not given) the results were LGR2 antag -4, SIRT5 inh -2, FN deposit inh -2, CASP6 VEID inh 2 and S100A4 MyoIIA 1.
For CSCCC(NS(=O)(=O)c1ccccc1)C(=O)OCc1cc(=O)oc2cc(O)ccc12 (stereo not given) the results were LGR2 antag -10, SIRT5 inh -30, FN deposit inh 4, CASP6 VEID inh -2, S100A4 MyoIIA 1, C2C12 statin 0 and esBAF inh 1.
`CCOC(=O)CCNC(=O)N1CCCC(C(=O)c2ccc3c(c2)OCO3)C1` (stereo not given) gave LGR2 antag -5, SIRT5 inh 0, FN deposit inh 0, CASP6 VEID inh 2 and S100A4 MyoIIA -6.
C=CCOc1cccc(C2C(C(=O)c3ccc(C)o3)=C(O)C(=O)N2CCCn2ccnc2)c1 (stereo not given) was read as LGR2 antag 2, SIRT5 inh 3, CASP6 VEID inh -2 and S100A4 MyoIIA 1.
For O=C(C[C@H]1CC[C@@H](NC(=O)Nc2ccc3c(c2)OCO3)[C@@H](CO)O1)NCCCN1CCOCC1 the results were LGR2 antag 12, SIRT5 inh -6, FN deposit inh -11, C2C12 statin 3 and esBAF inh -4.
`CCCc1ccc(S(=O)(=O)N2CCN(C(C)C(=O)NCc3ccc(OC)cc3)CC2)cc1` (stereo not given) gave LGR2 antag 5, SIRT5 inh -7, FN deposit inh -4, CASP6 VEID inh 1, S100A4 MyoIIA 4, C2C12 statin 8 and esBAF inh 3.
For CCOc1ccc2cc(C#N)c(SCC(=O)N3CCC(C)CC3)nc2c1 the results were FN deposit inh 0, C2C12 statin -23 and esBAF inh -2.
Screening CCN1CCN(C(c2ccccc2)c2nnnn2Cc2ccc3c(c2)OCO3)CC1 (stereo not given) returned SIRT5 inh -3, FN deposit inh -1, CASP6 VEID inh -1, S100A4 MyoIIA -4, C2C12 statin -6 and esBAF inh 3.
COc1ccc(S(=O)(=O)N2CCCCC2)cc1NC(=O)CCNC(=O)c1ccccc1Cl was read as LGR2 antag 10, SIRT5 inh -2, FN deposit inh 1, CASP6 VEID inh 1, S100A4 MyoIIA -8, C2C12 statin -2 and esBAF inh 10.
For COc1ccc(CN(C)C[C@@H]2Oc3ccc(NC(=O)Cc4cn(C)c5ccccc45)cc3C(=O)N([C@@H](C)CO)C[C@H]2C)cc1 the results were LGR2 antag 9, SIRT5 inh 7, CASP6 VEID inh 3, S100A4 MyoIIA 8, C2C12 statin 14 and esBAF inh -4.
Screening CCCCn1c(N)c(N(CCC(C)C)C(=O)c2cccc(-n3cnnn3)c2)c(=O)[nH]c1=O returned LGR2 antag 10, SIRT5 inh -6, FN deposit inh -3, CASP6 VEID inh 0 and S100A4 MyoIIA -1.
For CCO[C@@H]1OC(C(=O)N2CCN(Cc3ccccc3)CC2)=C[C@H](c2ccc(C(F)(F)F)cc2)[C@H]1CCCO the results were LGR2 antag 11, SIRT5 inh 1, FN deposit inh 1, CASP6 VEID inh 3, S100A4 MyoIIA -17, C2C12 statin 12 and esBAF inh -3.
`Cc1ccc(/C=N/NC(=O)C2COc3ccccc3O2)s1` (stereo not given) gave LGR2 antag -10, SIRT5 inh 2, FN deposit inh 20, CASP6 VEID inh 0, S100A4 MyoIIA -5, C2C12 statin -54 and esBAF inh -7.
O=C(Nc1ccc2c(c1)C(=O)N(CC1CCCO1)C2=O)c1ccccc1Br (stereo not given) was read as LGR2 antag -4, C2C12 statin 5 and esBAF inh 10.
`COc1cccc(C(=O)N2C[C@@H]3[C@H](c4ccccc42)[C@@H](CO)N3C(=O)c2cccc(F)c2)c1` gave LGR2 antag 8, SIRT5 inh 0, FN deposit inh 0, CASP6 VEID inh -2, S100A4 MyoIIA 2, C2C12 statin -5 and esBAF inh -3.
For Cc1nc2nc(CCNS(=O)(=O)c3ccc(Cl)cc3)cn2nc1C the results were LGR2 antag 6, SIRT5 inh 0, FN deposit inh -2, CASP6 VEID inh -4, S100A4 MyoIIA 0, C2C12 statin 9 and esBAF inh 0.
Screening Cc1nnc2ccc(N3CCOCC3)nn12 returned LGR2 antag -5, SIRT5 inh -3, CASP6 VEID inh -1, S100A4 MyoIIA 4, C2C12 statin 8 and esBAF inh -1.
CCNC(=O)c1cc2c(c(-c3cccc(-c4cccc(F)c4)c3)n1)[C@H](CCO)N([S@@](=O)C(C)(C)C)C2 was read as LGR2 antag -10, SIRT5 inh 3, FN deposit inh 8, CASP6 VEID inh 0, S100A4 MyoIIA -5, C2C12 statin 1 and esBAF inh 5.
`CC(C)c1ccc(NC(=O)CSc2n[nH]c(=O)n2-c2cccnc2)cc1` gave LGR2 antag 30, SIRT5 inh 1, FN deposit inh 5, CASP6 VEID inh -1 and S100A4 MyoIIA 0.
Cc1cccc(-c2nc(CS(=O)CC(=O)NCc3ccco3)c(C)o2)c1 (stereo not given) was read as LGR2 antag 22, SIRT5 inh -2, FN deposit inh 2, CASP6 VEID inh 7 and S100A4 MyoIIA -4.
COc1ccccc1S(=O)(=O)N[C@@H]1C=C[C@H](CC(=O)NCc2cc(F)cc(F)c2)O[C@H]1CO was read as LGR2 antag 2, SIRT5 inh -4, CASP6 VEID inh 3, S100A4 MyoIIA 1, C2C12 statin 0 and esBAF inh -2.
For CN(C)CCN(C(=O)/C=C/c1cccs1)c1nc2ccc(Br)cc2s1 the results were LGR2 antag 8, SIRT5 inh -2, FN deposit inh 9, CASP6 VEID inh -6, S100A4 MyoIIA -1, C2C12 statin -10 and esBAF inh -1.
O=C(CSc1nc(-c2ccccc2)nc2ccccc12)Nc1cccc(C(=O)O)c1 was read as LGR2 antag -7, SIRT5 inh -3, FN deposit inh -12, CASP6 VEID inh 3 and S100A4 MyoIIA -1.
`Cc1ccc(CC2CC(=O)N(c3cc(Cl)ccn3)C2=O)cc1` (stereo not given) gave LGR2 antag -5, SIRT5 inh -1, FN deposit inh 9, CASP6 VEID inh -1, S100A4 MyoIIA -3, C2C12 statin -14 and esBAF inh -12.
`COc1ccc(OC)c(N(CC(=O)NCC2CCCO2)S(=O)(=O)c2ccccc2)c1` (stereo not given) gave LGR2 antag 6, SIRT5 inh -1, FN deposit inh 9, CASP6 VEID inh 2, S100A4 MyoIIA 10, C2C12 statin 1 and esBAF inh 3.
For COc1cccc(C(=O)Nc2ccc3c(c2)C(=O)N(C)C[C@H](OC)[C@H](C)CN(C(=O)C2CCCC2)[C@@H](C)CO3)c1 the results were LGR2 antag 11, SIRT5 inh 1, FN deposit inh 6, CASP6 VEID inh -2, S100A4 MyoIIA 0, C2C12 statin -3 and esBAF inh -2.
For Cc1ccc(CS(=O)Cc2ccc(C(=O)N3CCOCC3)o2)cc1 (stereo not given) the results were LGR2 antag 9, SIRT5 inh 4, FN deposit inh 4, CASP6 VEID inh -2, S100A4 MyoIIA -6, C2C12 statin 9 and esBAF inh -4.
CCCCNC(=S)N/N=C/c1ccc(C#N)cc1 was read as LGR2 antag 3, SIRT5 inh -5, FN deposit inh -9, CASP6 VEID inh 13 and S100A4 MyoIIA -5.
Screening CN(C)c1ccc(C(=O)NN2C(=O)c3ccccc3C2=O)cc1 returned LGR2 antag 30, SIRT5 inh -4, FN deposit inh -3, CASP6 VEID inh -1, S100A4 MyoIIA 0, C2C12 statin 1 and esBAF inh -3.
Cn1ccc(NC(=O)c2ccc(Cl)cc2Cl)n1 was read as LGR2 antag -34, SIRT5 inh -3, FN deposit inh -1, CASP6 VEID inh -2, S100A4 MyoIIA -3, C2C12 statin 1 and esBAF inh 30.
Screening CCN(C(=O)CSc1cc(C)c2ccccc2n1)c1c(N)n(Cc2ccccc2)c(=O)[nH]c1=O returned LGR2 antag 30, SIRT5 inh -1, FN deposit inh 7, CASP6 VEID inh -3 and S100A4 MyoIIA -2.
`CN(C)CC(=O)N[C@@H]1C=C[C@@H](CC(=O)NCc2ccccc2F)O[C@H]1CO` gave LGR2 antag 9, SIRT5 inh -1, FN deposit inh 0, CASP6 VEID inh -1, S100A4 MyoIIA -13, C2C12 statin -5 and esBAF inh -2.
`Cc1ccc(C(=O)O/N=C/c2c(C(F)(F)F)nn(C)c2Sc2ccc(Cl)cc2)cc1` gave LGR2 antag 15, C2C12 statin 116* and esBAF inh 10.
`O=C(Cn1c(=O)n(Cc2ccco2)c(=O)c2ccccc21)Nc1cccc(Cl)c1` gave LGR2 antag 1, FN deposit inh -9, CASP6 VEID inh -1, S100A4 MyoIIA -4, C2C12 statin 1 and esBAF inh 7.
Screening CCCN(C)C[C@H]1OCCCC[C@H](C)Oc2ccc(NS(=O)(=O)c3ccc(OC)cc3)cc2C(=O)N([C@@H](C)CO)C[C@H]1C returned LGR2 antag 5, SIRT5 inh 1, CASP6 VEID inh -4, S100A4 MyoIIA 3, C2C12 statin -3 and esBAF inh -3.
Screening O=C(NC1CCCCC1)C(c1ccc2ncccc2c1)N(Cc1ccc(F)cc1)C(=O)c1cccs1 (stereo not given) returned FN deposit inh -4, C2C12 statin 3 and esBAF inh 1.
CN1C(=O)c2cc(NC(=O)c3cscn3)ccc2OC[C@H]2O[C@@H](CC(=O)N3CCCCC3)CC[C@@H]21 was read as LGR2 antag -10, SIRT5 inh -3, FN deposit inh -4, CASP6 VEID inh -2, S100A4 MyoIIA 0, C2C12 statin -7 and esBAF inh 1.
COCC#Cc1cnc2c(c1)C(=O)N([C@@H](C)CO)C[C@@H](C)[C@@H](CN(C)C(=O)C1CC1)O2 was read as LGR2 antag 2, SIRT5 inh 4, FN deposit inh -1, CASP6 VEID inh -5, S100A4 MyoIIA 0 and C2C12 statin 13.
For Nn1c(SCc2ccc(F)cc2)nnc1-c1ccncc1 the results were LGR2 antag -3, SIRT5 inh 0, FN deposit inh 6, CASP6 VEID inh 1 and S100A4 MyoIIA 1.
`O=C(COC(=O)/C=C/c1cccc(C(F)(F)F)c1)NC1CCCCCC1` gave LGR2 antag 7, SIRT5 inh -2, FN deposit inh -8, CASP6 VEID inh -2, S100A4 MyoIIA -13, C2C12 statin 7 and esBAF inh 1.
Screening COc1cc(OC)c(N(C)S(=O)(=O)c2cccc(C(=O)NC(C)C3CC4CCC3C4)c2)cc1Cl (stereo not given) returned LGR2 antag 15, SIRT5 inh -4, FN deposit inh 4, CASP6 VEID inh -1, S100A4 MyoIIA -3, C2C12 statin -9 and esBAF inh 13.

By substructure, the compounds so far with two or more sulfur atoms (2)
For CSCCC(NS(=O)(=O)c1ccccc1)C(=O)OCc1cc(=O)oc2cc(O)ccc12 (stereo not given) the results were LGR2 antag -10, SIRT5 inh -30, FN deposit inh 4, CASP6 VEID inh -2, S100A4 MyoIIA 1, C2C12 statin 0 and esBAF inh 1.
For CN(C)CCN(C(=O)/C=C/c1cccs1)c1nc2ccc(Br)cc2s1 the results were LGR2 antag 8, SIRT5 inh -2, FN deposit inh 9, CASP6 VEID inh -6, S100A4 MyoIIA -1, C2C12 statin -10 and esBAF inh -1.

In the list so far, these contain bromine.
O=C(Nc1ccc2c(c1)C(=O)N(CC1CCCO1)C2=O)c1ccccc1Br (stereo not given) was read as LGR2 antag -4, C2C12 statin 5 and esBAF inh 10.
For CN(C)CCN(C(=O)/C=C/c1cccs1)c1nc2ccc(Br)cc2s1 the results were LGR2 antag 8, SIRT5 inh -2, FN deposit inh 9, CASP6 VEID inh -6, S100A4 MyoIIA -1, C2C12 statin -10 and esBAF inh -1.

Only part of the results is shown. The share of hits here may be higher or lower than overall.
